CHRM1 agonist: activates human CHRM1 receptor | P11229 | CHO-K1 hM1, Fluo-8 calcium fluorescence, agonist mode; 0% DMSO, 100% acetylcholine EC100 | activation, % at 3 µM | hit rate 0.33% among 360,000;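 active means activation above the run's mean compound activation plus 3 SD, cut at about 16% in these data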;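 further: peak over basal fluorescence ratio within a 140 s kinetic read after compound addition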
Target sequence (P11229 whole entry, looked up): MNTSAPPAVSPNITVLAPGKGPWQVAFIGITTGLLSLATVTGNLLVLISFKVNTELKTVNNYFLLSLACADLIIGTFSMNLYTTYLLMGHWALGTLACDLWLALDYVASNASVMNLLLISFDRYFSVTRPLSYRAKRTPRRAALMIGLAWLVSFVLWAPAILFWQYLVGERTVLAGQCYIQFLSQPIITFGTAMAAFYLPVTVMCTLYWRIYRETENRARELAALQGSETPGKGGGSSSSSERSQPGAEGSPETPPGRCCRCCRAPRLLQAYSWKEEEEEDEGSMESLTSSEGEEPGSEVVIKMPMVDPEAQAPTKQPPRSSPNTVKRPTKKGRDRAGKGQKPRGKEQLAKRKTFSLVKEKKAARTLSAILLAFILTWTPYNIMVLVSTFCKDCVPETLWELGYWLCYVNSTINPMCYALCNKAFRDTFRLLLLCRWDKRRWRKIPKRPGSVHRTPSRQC
CHRM4 antagonist: CHRM4 antagonism in calcium assay | P08173 | CHO-hM4 cells, ACh EC80, Fluo-8 calcium fluorescence | inhibition, % at 3 µM | hit rate 0.73% among 360,000;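 active means inhibition above its plate's cutoff, the mean inhibition of sample wells plus 3 SD, cut at about 27% in these data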;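 further: 0% = acetylcholine EC80 with DMSO and 100% = DMSO without agonist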
CHRM4 agonist: agonists of human muscarinic M4 receptor (CHRM4) | CHO-K1 hM4/Gqi5, Fluo-8 calcium fluorescence; vehicle 0%, full acetylcholine response 100% | activation, % at 3 µM | P08173 | hit rate 0.14% among 360,000;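 active means activation above the run mean over all test wells plus 3 SD, cut at about 32% in these data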;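 further: peak over basal fluorescence ratio per well then scaled between controls; 0% = DMSO wells and 100% = acetylcholine at EC100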
M5 ag: agonists of human muscarinic M5 receptor (CHRM5); CHO-K1 hM5 cells, Fluo-8 calcium fluorescence; 0% DMSO wells, 100% maximal acetylcholine response; AID 624037; hit rate 0.19% among 360,000; activation, % at 3 µM; P08912;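 active means activation above the run's mean over test compounds plus 3 SD, cut at about 23% in these data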;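 further: signal is peak over basal fluorescence ratio across the kinetic read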
CHRM1 antagonist: antagonists of human M1 muscarinic receptor; P11229; CHO-K1 hM1, Fluo-8 calcium fluorescence, ACh EC80 antagonist; inhibition, % at 3 µM; hit rate 1.3% among 360,000;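 active means percent inhibition above its own plate's cutoff, namely the mean of that plate's compound wells plus 3 SD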;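 further: peak over basal fluorescence ratio during 140 s after agonist addition; 0% = ACh EC80 plus DMSO and 100% = DMSO alone without agonist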
M5 PAM: positive allosteric modulators of human muscarinic M5 receptor | AID 624038 | P08912 | hit rate 0.3% among 360,000 | CHO-K1 hM5, Fluo-8 calcium, ACh EC20 PAM; 0% = ACh EC20, 100% = ACh EC100 | activation, % at 3 µM;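 active means activation above the run cutoff, the mean activation of all test compounds plus 3 SD, cut at about 18% in these data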
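System: CHO-K1 hM5 cells. Reagent: acetylcholine, EC20 level. Compound dosing: single dose, 3 µM nominal final test concentration. Timing: Post-acetylcholine fluorescence recording 140 s. Detection: Fluo-8 calcium fluorescence. Read-out: % activation, ACh-normalized. Benchmarks: ACh EC20 and EC100 wells. Repeats: singlicate, one well per test compound.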
M5 antag: blocks acetylcholine activation of human M5 receptor. hit rate 0.59% among 360,000. CHO-hM5 cells, Fluo-8 calcium fluorescence, ACh EC80. inhibition, % at 3 µM. P08912;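 active means inhibition above a per-plate cutoff, the mean of that plate's test compounds plus 3 SD, cut at about 27% in these data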;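 further: 0% = acetylcholine EC80 with DMSO and 100% = DMSO without agonist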
CHRM1 PAM: positive allosteric modulators of human M1 muscarinic receptor; CHO-K1 hM1, Fluo-8 calcium fluorescence, ACh EC20; 0% = ACh EC20, 100% = maximal ACh; AID 588819; P11229; hit rate 0.088% among 360,000; activation, % at 3 µM; in the data active means activation above about 19%, passing the limit was not always enough
TAAR1 agonist: human TAAR1 agonism; CHO RD-HGA16 TAAR1, Fluo-8 calcium fluorescence; vehicle wells 0%, saturating PEA agonist 100%; activation, % at 3 µM; hit rate 0.99% among 360,000; AID 624467;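 active means activation above the mean activation of all test compounds in the run plus 3 SD, cut at about 38% in these data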
Target sequence (Q96RJ0 whole entry, looked up): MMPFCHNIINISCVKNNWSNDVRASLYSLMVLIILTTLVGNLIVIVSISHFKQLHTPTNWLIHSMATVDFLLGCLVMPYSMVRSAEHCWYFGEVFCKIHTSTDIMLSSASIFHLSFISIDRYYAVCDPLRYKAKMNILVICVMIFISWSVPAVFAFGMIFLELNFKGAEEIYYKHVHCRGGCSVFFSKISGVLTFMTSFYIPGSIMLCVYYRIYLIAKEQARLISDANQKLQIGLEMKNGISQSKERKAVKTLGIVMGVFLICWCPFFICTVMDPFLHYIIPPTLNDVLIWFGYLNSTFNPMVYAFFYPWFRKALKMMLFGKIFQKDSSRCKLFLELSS
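System: CHO-derived RD-HGA16 cells with stable Gα16 and human TAAR1 / Times: 17-24 h plating, Fluo-8 75 min 37 °C, 30 min RT / Technique: calcium-sensitive Fluo-8 signal, excitation 470-495, emission 515-575 nm / Measure: % activation relative to PEA EC100 response / Benchmarks: DMSO and PEA EC100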
* marks the source's active call; other numbers are inactive results; . = no result given. These rows are one share of the data (hit frequency here may not be typical).

SMILES	CHRM1 agonist	CHRM4 antagonist	CHRM4 agonist	M5 ag	CHRM1 antagonist	M5 PAM	M5 antag	CHRM1 PAM	TAAR1 agonist
CCc1ccc(S(=O)(=O)N(C(=O)c2ccncc2)c2ccc(OC(=O)c3ccncc3)cc2)cc1	-3	-4	5	0	12	-3	-2	-6	2
O=C(c1cn(-c2ccccc2)nc1-c1ccc(F)cc1)N1CCOCC1	-2	0	2	-12	-9	17	-2	10	3
CCC(C)Nc1nnc(SCC(=O)c2c(N)n(C3CC3)c(=O)[nH]c2=O)s1 (stereo unspecified)	-1	-5	1	2	-4	4	3	1	1
Nn1c(SC/C=C/c2ccccc2)nnc1-c1ccncc1	-8	-12	4	-4	-10	-4	-5	1	12
Cc1ccc2c(c1)N(CC(=O)N1CCCCC1)C(=O)C(C)O2 (stereo unspecified)	-1	-25	3	-5	-11	0	-4	7	3
COc1cc(C(=O)Nc2ccc3c(c2)C(=O)c2ccccc2C3=O)cc(OC)c1OC	-5	-1	0	-3	-11	3	-5	13	-2
O=C(NCc1ccncc1)C1CCN(S(=O)(=O)c2cc(Cl)ccc2Cl)CC1	-5	11	3	-2	10	0	1	0	2
O=C(COC(=O)c1ccccc1-n1cnnn1)c1ccccc1	-2	-7	1	1	-6	-2	3	5	3
COc1cccc(CNC(=O)C2CCCN(S(=O)(=O)c3cccc4nonc34)C2)c1 (stereo unspecified)	-6	-7	3	-1	-10	-2	-8	7	1
COc1cc(OC)cc(OC(=O)c2ccc3c(=O)n4c(nc3c2)CCC4)c1	-3	-3	1	-3	-1	4	-4	7	1
CC(C)C(NS(=O)(=O)c1ccc2c(c1)C(C)(C)C(=O)N2C)C(=O)NCc1ccccc1Cl (stereo unspecified)	-4	-5	1	0	-9	-3	3	8	4
Nn1c(-c2ccco2)n[nH]c1=S	-6	8	1	2	-4	5	0	-2	1
Cc1cc(C)c(C)c(S(=O)(=O)N2CCN(C(=O)C3CSC4(C)CCC(=O)N34)CC2)c1C (stereo unspecified)	-3	-5	1	-1	-4	1	2	2	.
CCOc1ccccc1NC(=O)COC(=O)c1c[nH]c2ccccc12	-2	1	2	0	-12	-1	10	10	6
COC(=O)c1sc(NC(=O)c2c(C)noc2C)nc1C	2	11	1	-4	-20	-9	12	11	0
O=C(CSc1ncnc2scc(-c3ccc(Cl)cc3)c12)NCc1ccc2c(c1)OCO2	-4	0	0	-2	-7	-3	0	-1	-3
N#Cc1c(NC(=O)c2ccc([N+](=O)[O-])o2)sc2c1CCC2	6	-23	16	4	-11	-4	-4	5	11
Cc1cc(C(=O)NC(Cc2c[nH]c3ccccc23)C(=O)O)c(C)o1 (stereo unspecified)	-2	-6	1	-1	-17	9	-6	9	1
O=c1oc(-c2ccccc2[N+](=O)[O-])nc2ccccc12	-2	4	0	2	-7	0	1	8	-1
CC(C)C1NC(=S)N(C2CCCCC2)C1=O (stereo unspecified)	-12	4	0	-2	0	3	-13	6	2
COc1ccccc1CCNC(=O)Cn1c(=O)oc2ccccc21	-1	3	4	-3	-11	-14	40*	9	0
CCCC1NC(C(=O)O)Cc2c1[nH]c1ccccc21 (stereo unspecified)	-7	1	2	0	-5	2	5	3	0
CC(=O)NC(c1ccc(N(C)C)cc1)c1cc(Cl)c2cccnc2c1O (stereo unspecified)	-2	-8	1	2	-9	-1	-3	6	5
COc1ccc(OC)c(NC(=O)c2oc3c(c2C)C(O)CC(C)(C)C3)c1 (stereo unspecified)	-5	2	4	-3	6	10	-19	-2	0

3 structures out of the list, arranged by formula weight, highest first.
SMILES	CHRM1 agonist	CHRM4 antagonist	CHRM4 agonist	M5 ag	CHRM1 antagonist	M5 PAM	M5 antag	CHRM1 PAM	TAAR1 agonist
Cc1cc(C(=O)NC(Cc2c[nH]c3ccccc23)C(=O)O)c(C)o1 (stereo unspecified)	-2	-6	1	-1	-17	9	-6	9	1
O=c1oc(-c2ccccc2[N+](=O)[O-])nc2ccccc12	-2	4	0	2	-7	0	1	8	-1
CCCC1NC(C(=O)O)Cc2c1[nH]c1ccccc21 (stereo unspecified)	-7	1	2	0	-5	2	5	3	0

Reprinted at random: three records from the list, in no set order.
SMILES	CHRM1 agonist	CHRM4 antagonist	CHRM4 agonist	M5 ag	CHRM1 antagonist	M5 PAM	M5 antag	CHRM1 PAM	TAAR1 agonist
CCC(C)Nc1nnc(SCC(=O)c2c(N)n(C3CC3)c(=O)[nH]c2=O)s1 (stereo unspecified)	-1	-5	1	2	-4	4	3	1	1
CC(=O)NC(c1ccc(N(C)C)cc1)c1cc(Cl)c2cccnc2c1O (stereo unspecified)	-2	-8	1	2	-9	-1	-3	6	5
Cc1cc(C(=O)NC(Cc2c[nH]c3ccccc23)C(=O)O)c(C)o1 (stereo unspecified)	-2	-6	1	-1	-17	9	-6	9	1

Further structures.
SMILES	CHRM1 agonist	CHRM4 antagonist	CHRM4 agonist	M5 ag	CHRM1 antagonist	M5 PAM	M5 antag	CHRM1 PAM	TAAR1 agonist
Cc1ccccc1Nc1c(-c2ccc(N3CCOCC3)cc2)nc2ncccn12	-2	8	1	1	3	-2	5	5	1
O=C(CCC(=O)N1CCN(c2ccc(C(F)(F)F)cn2)CC1)c1cccs1	-4	-13	5	4	0	-3	-4	-3	5
Cc1cc(C)cc(NC(=O)C(OC(=O)c2cc[n+]([O-])cc2)c2ccccc2)c1 (stereo unspecified)	-4	-2	0	-2	-4	-4	10	5	8
C[C@@H](CN1CCC(Cc2ccccc2)CC1)[C@@H](O)c1ccc(O)cc1	-6	2	3	-1	-6	-4	-3	-13	2
O=C(COC(=O)c1nc(Cl)ccc1Cl)Nc1ccc(Cl)cn1	-1	-19	1	1	-10	4	-5	10	8
Cc1ccc(NC(=O)C(CC(=O)O)C2CCCO2)c(C)c1 (stereo unspecified)	-2	-4	0	-3	-12	7	8	13	-2
O=C(CCCN1C(=O)/C(=C/c2ccco2)SC1=S)Nc1cccc(C(=O)O)c1	-2	9	2	1	1	-8	1	-1	0
Cc1cc(C)nc(SCc2csc(N)n2)n1	-2	10	1	-3	-8	1	-5	-10	2
COC(=O)c1ccc(COC(=O)C(NC(=O)Cc2ccccc2)C(C)C)cc1 (stereo unspecified)	-2	-3	3	0	-2	-4	-6	0	7
CCOC(=O)C1(C)CCN1C(=O)c1ccc(N(C)C)cc1 (stereo unspecified)	-1	-3	0	-1	-14	2	0	12	-1
CCN(CC)CCOc1cccc(C(C)C)c1	-6	4	1	-8	20	-10	6	-13	12
CCN1CCN(S(=O)(=O)c2ccc(Cl)c(C(=O)N(C)Cc3ccco3)c2)CC1	-3	-16	1	-2	-6	6	-2	9	1
CCCC(=O)Nc1sc2c(c1C(=O)OC)C(C(=O)OC)CC2 (stereo unspecified)	-6	0	1	-5	3	4	1	2	5
COc1ccc(Cl)cc1C(=O)NNC(=O)COC(=O)CCN=C1NS(=O)(=O)c2ccccc21	-4	2	0	0	-7	0	2	6	0
COc1ccccc1NNC(=O)c1cccnc1Oc1ccccc1	-1	-15	5	7	-15	-1	2	6	3
Cc1ccc(C(=O)Nc2ccc3nc(C)sc3c2)o1	-4	6	1	0	-15	-2	7	4	3
C#CCNC(=O)C1=C[C@H](c2ccc(Br)cc2)C[C@H](OCc2ccc(CO)cc2)O1	-7	-1	3	1	3	-2	6	5	3
CCN(C(=O)COC(=O)CCOc1ccccc1)c1c(N)n(Cc2ccccc2)c(=O)[nH]c1=O	2	-8	1	1	-4	0	-2	8	11
CCC(C)(C)NC(=O)c1ccc(S(=O)(=O)N2CCCCCC2)cc1	-6	4	0	-4	-15	2	6	13	2
COc1ccc2nc(NC(=O)c3ccccc3[N+](=O)[O-])sc2c1	-7	-11	2	-5	-25	1	-5	12	-1
CCOc1cc2c3c(c1)C1(C(=O)N3C(C)(C)C=C2C)C(C#N)=C(N)Oc2cc(O)ccc21 (stereo unspecified)	-1	-8	0	0	-7	1	1	8	1
CN1C(N)=NC(=O)/C1=C/c1ccc(OC(F)(F)F)cc1	-6	-6	1	-2	-2	4	-5	6	-2
O=C(NCc1ccccc1)c1ccccc1NC(=O)C1CCCCC1	-3	-4	7	-3	0	-1	0	2	1
Cc1nn(C(C)C(=O)NCc2ccccc2)c(C)c1[N+](=O)[O-] (stereo unspecified)	-7	-3	0	-3	3	6	-12	1	7
Cc1ccc(-c2nn(-c3ccccc3)cc2/C=C/C(=O)Nc2nccs2)cc1	-3	6	2	1	2	-6	12	1	40*
Cc1ccc(S(=O)(=O)/C(C#N)=C/c2c[nH]c3ccccc23)cc1	-4	11	1	0	2	-10	6	0	2
COc1ccc(-c2[nH]c(-c3ccccc3)nc2SCC(=O)Nc2nccs2)cc1	-5	-15	15	2	4	-6	-4	-6	8
CCCCNc1nc2ccccc2n1CC(=O)N1CCc2ccccc2C1	-5	3	3	-3	4	-2	1	0	21
CC(C)C(NC(=O)CCNC(=O)c1ccccc1Cl)c1nc2ccccc2[nH]1 (stereo unspecified)	-3	-9	0	3	-8	0	7	4	3
COc1ccc(S(=O)(=O)N2CCOCC2)cc1NC(=O)COc1ccc(C(C)=O)cc1OC	-1	-8	2	4	-15	1	5	9	-1
Cc1ccc(NC(=O)NCC(c2ccccc2)N(C)C)cc1 (stereo unspecified)	-9	-7	1	-8	-4	-11	6	-2	0
Cc1cc(C)nc(NC(=NCCc2c[nH]c3ccccc23)NC(=O)Nc2cccc([N+](=O)[O-])c2)n1	-9	0	2	-1	1	2	2	3	5
NC(=O)c1nc(C(=O)N2CCN(c3ccccc3)CC2)c2ccccc2n1	8	-12	1	3	-7	20*	-10	19	17
COc1cc(SC)ccc1C(=O)N(Cc1ccccc1)c1ccccc1	0	-9	-1	-7	-4	-1	1	8	0
COc1ccc2nc(C)cc(Nc3ccc(C)cc3)c2c1	-8	-1	1	-3	-4	-4	5	3	4
Cc1cccc(-c2nnc(SCC(=O)Nc3ncccn3)n2C)c1	-1	-6	2	2	-5	5	3	2	2
CCOC(=O)C(NC(=O)c1ccccc1Cl)(Nc1ccc(C(F)(F)F)cc1)C(F)(F)F (stereo unspecified)	-7	0	2	-3	7	-2	-5	-8	-3
CCOC(=O)N1CCC2(CC1)C(C(=O)C13CC4CC(CC(C4)C1)C3)C2(C#N)C#N (stereo unspecified)	-6	2	0	-1	3	0	-1	1	-1
CC1CC(C)CN(S(=O)(=O)c2ccc(NN)nc2)C1 (stereo unspecified)	-3	4	0	1	-3	6	-2	4	7
COc1cc(CNCCCN2CCOCC2)cc(Br)c1OCc1ccc(Cl)cc1	-3	15	26	-6	11	-2	12	3	13
CCC(=O)N1CC(C)C(=O)Nc2ccccc21 (stereo unspecified)	-3	3	2	-2	-23	-1	0	0	4
O=c1c2ccccc2ncn1Cc1ccc(Cl)c(Cl)c1	1	-10	4	0	-15	-3	-3	5	11
C=CCn1c(=O)c2ccc(C(=O)NCc3ccccc3)cc2n(Cc2ccc(Cl)cc2)c1=O	-3	-11	1	-2	-7	-6	7	6	6
CCOCCCNC(=O)CN1C(=O)c2ccccc2Sc2ncccc21	-4	-11	1	-2	-18	2	-1	5	3
CCOC(=O)c1sc(NC(=O)C2CC2)nc1C	-2	-4	-1	-1	-8	0	-3	4	0
COc1cc2c(cc1OC)CN(C(=O)COc1ccc(C#N)cc1)CC2	4	-3	2	-2	-44	9	-14	8	15
